# Compound activity (PubChem)
# MrgX1 antag – blocks BAM8-22 activation of human MrgX1 receptor. 310,000 compounds, 1.3% hits. B-score at 10 µM. MRGX1-HEK293 calcium flux, Fluo-4, BAM8-22 antagonism; active compounds read low. AID 588676;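 active means calcium-response B-score plate-corrected more than 3 library SD below zero, starting fluorescence within 5 deviations, no agonist response on first addition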;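 further: peak minus trough fluorescence over baseline after final BAM8-22 challenge near maximal dose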
# HDAC3 inhib – human HDAC3 inhibition; O15379; recombinant HDAC3, fluorogenic peptide/trypsin coupled, fluorescence; inhibition, % at 8.3 µM; 320,000 compounds, 0.15% hits; AID 2718; in the data active means inhibition above about 26%, passing the limit was not always enough; inconclusive means no clear call, values can overlap the other calls
# MrgX1 agonist – activates human MrgX1 receptor signaling; 310,000 compounds, 0.44% hits; B-score at 10 µM; MrgX1-HEK293 cells, Fluo-4 calcium fluorescence, agonist mode; active compounds read high; Q96LB2;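 active means calcium response B-score plate-corrected fluorescence ratio at least 3 library SD, with starting fluorescence B-score inside 5 SD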
#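 Material: MrgX1-expressing HEK293 cells / Dosing: compound as first of three additions / Incubation: overnight seeding, then 1 h dark dye loading / Signal: Fluo-4 NW calcium fluorescence / Evaluation: B-scored fluorescence response ratio / Benchmarks: positive and negative control wells on each plate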
# TMEM16A act – mouse TMEM16A channel activation, primary screen; HEK293 TMEM16A/YFP-H148Q/I152L, iodide quench fluorescence; active compounds read low; AID 623877; Q8BHY3; B-score at 10 µM; 340,000 compounds, 0.3% hits;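 active means fluorescence-ratio B-score plate-corrected deviation score at least 3 library SD below zero, with starting fluorescence score within 5 deviations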;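 further: channel opened by trigger with iodide after compound preincubation; score built on the fluorescence ratio of max minus min over baseline; more negative score means more quench and so TMEM16A activation or potentiation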
# Target sequence (Q8BHY3 whole entry, looked up): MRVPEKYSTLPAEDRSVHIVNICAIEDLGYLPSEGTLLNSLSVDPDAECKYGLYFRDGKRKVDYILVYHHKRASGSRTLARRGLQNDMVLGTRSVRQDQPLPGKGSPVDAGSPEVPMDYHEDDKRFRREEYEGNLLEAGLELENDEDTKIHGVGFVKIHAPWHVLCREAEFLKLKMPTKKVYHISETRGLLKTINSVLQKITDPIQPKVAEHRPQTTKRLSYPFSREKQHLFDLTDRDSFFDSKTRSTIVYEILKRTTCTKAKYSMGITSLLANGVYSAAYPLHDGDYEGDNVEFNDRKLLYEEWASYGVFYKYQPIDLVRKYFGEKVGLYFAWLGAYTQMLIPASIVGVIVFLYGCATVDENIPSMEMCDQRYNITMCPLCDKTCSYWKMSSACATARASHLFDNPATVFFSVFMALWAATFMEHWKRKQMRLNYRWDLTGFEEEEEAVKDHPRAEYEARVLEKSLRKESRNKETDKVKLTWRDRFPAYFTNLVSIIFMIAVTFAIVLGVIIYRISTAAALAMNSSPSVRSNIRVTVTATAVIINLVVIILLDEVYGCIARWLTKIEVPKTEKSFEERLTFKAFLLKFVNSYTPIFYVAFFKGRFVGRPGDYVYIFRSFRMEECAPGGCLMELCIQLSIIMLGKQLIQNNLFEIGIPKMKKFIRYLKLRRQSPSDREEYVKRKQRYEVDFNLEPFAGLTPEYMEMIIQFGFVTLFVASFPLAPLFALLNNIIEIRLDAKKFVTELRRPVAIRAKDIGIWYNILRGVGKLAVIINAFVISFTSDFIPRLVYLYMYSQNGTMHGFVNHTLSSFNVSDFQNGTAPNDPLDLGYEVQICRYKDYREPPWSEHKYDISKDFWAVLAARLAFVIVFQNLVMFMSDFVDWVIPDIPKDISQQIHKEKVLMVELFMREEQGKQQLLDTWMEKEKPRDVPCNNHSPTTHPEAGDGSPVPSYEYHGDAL
# TRPC6 inh – blocks the mouse TRPC6 cation channel; AID 2553; HEK293-TRPC6, membrane potential dye, ACh-evoked depolarization; active compounds read low; B-score at 10 µM; 310,000 compounds, 1.1% hits; Q61143;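 active means B-score under library mean minus 3 SD, initial fluorescence not abnormally high, positive integrated signal ratio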;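 further: B-score derived from integrated fluorescence ratio over the kinetic read; more negative B-score means stronger inhibition of depolarization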
# RGS4 pot – RGS4 potentiation or activation | HEK293 M3R/inducible RGS4, carbachol calcium flux Fluo4; active compounds read low | B-score at 10 µM | 310,000 compounds, 0.92% hits | AID 463111;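 active means B-score of the integrated calcium signal more than 4 SD below the library mean, with starting fluorescence not abnormally high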;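 further: negative B-score means reduced calcium response which marks RGS4 activation or potentiation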
#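 Assay system: HEK293 FlpIn-TREx cells, stable M3R, doxycycline-inducible RGS4 / Probe or stimulus: carbachol, ECmax concentration / Times: overnight RGS4 induction, 30 min dye load 37 °C, 20 min compound RT / Signal: kinetic calcium fluorescence imaging with Fluo4-AM dye, 2 µM / Measure: Agonist-evoked peak-minus-minimum fluorescence over baseline, integrated ratio, B score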
# MrgX1 PAM – allosterically activates human MrgX1 receptor signaling. MrgX1-HEK293, Fluo-4 calcium flux, FDSS; active compounds read high. B-score at 10 µM. 310,000 compounds, 0.63% hits. AID 588675;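 active means plate-corrected calcium response at least 3 library SD above typical, normal starting fluorescence, not activating the receptor alone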;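 further: compound read alongside a low EC10 to EC30 dose of BAM8-22 agonist; peak minus trough fluorescence over baseline measured at the second addition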
# TMEM16A inh – blocks the mouse calcium-activated chloride channel TMEM16A | AID 588511 | Q8BHY3 | HEK293 TMEM16A/YFP iodide influx fluorescence, ionomycin | 310,000 compounds, 1.2% hits | normalized B-score (activity score, 25-100; higher = stronger inhibition) at 10 µM;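 active means ratio plate-corrected score three or more library SD toward inhibition, starting fluorescence score within five deviations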;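 further: score derived from kinetic fluorescence span divided by baseline fluorescence per well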
# TRPC6 activator – mouse TRPC6 channel activation. HEK293-TRPC6 membrane potential dye fluorescence; active compounds read high. B-score at 10 µM. 310,000 compounds, 0.13% hits;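 active means B-score of the integrated fluorescence ratio above library mean plus 3 SD, and starting fluorescence ratio within library mean plus 5 SD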;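 further: higher score means more depolarization so channel activation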
# RGS4 block – human RGS4 inhibition; AID 463165; 310,000 compounds, 0.45% hits; P49798; HEK293 M3R/RGS4 inducible, Fluo-4 calcium flux; active compounds read high; triggered by carbachol at its EC20; B-score at 10 µM;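 active means B-score, a plate-corrected calcium signal, over three deviations above library mean, with baseline fluorescence within five deviations of library mean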;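 further: RGS4 expression induced by doxycycline in cells with stable M3 receptor; B-score is computed from the integrated fluorescence ratio over baseline after carbachol; higher B-score means a larger calcium signal and so more RGS4 inhibition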
# SKKanGAS inh – SKKanGAS growth inhibition; S. pyogenes SKKanGAS, kanamycin growth, BacTiter-Glo, 6 h; inhibition, % at 7.5 µM; 300,000 compounds, 1.3% hits;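 active means mean replicate score, as percent of positive control median, at least 50; inconclusive means mean below 50 but one replicate at or above 50; inactive means mean and every replicate below 50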;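 further: strain carries kanamycin resistance gene driven by streptokinase promoter and grows in 40 µg/ml kanamycin; loss of luminescence reflects streptokinase promoter inhibition or plain growth inhibition; 0% = median of DMSO wells and 100% = positive control at its reference dose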
# * marks the source's active call; other numbers are inactive results; i = inactive; ? = inconclusive; . = not tested or not shown.
SMILES,MrgX1 antag,HDAC3 inhib,MrgX1 agonist,TMEM16A act,TRPC6 inh,RGS4 pot,MrgX1 PAM,TMEM16A inh,TRPC6 activator,RGS4 block,SKKanGAS inh
CC(C)CNC(=O)c1cccc(NC(=O)COc2cccc([N+](=O)[O-])c2)c1,i,3,i,i,i,i,i,i,i,i,-6
NC(=O)CN1CCN(c2cccc(Cl)c2)CC1,i,0,i,i,i,i,i,i,i,i,-1
Cc1ccc2nc(C3CCN(S(=O)(=O)c4ccc5ccccc5c4)CC3)[nH]c2c1,i,-1,i,i,i,i,i,i,i,i,4
COc1ccc(C(=O)NCCN2CCN(C(=O)c3ccc(OC)cc3)CC2)cc1,i,1,i,i,i,i,i,i,i,i,5
COC(=O)c1ccc(C(=O)NCCCCO)cc1,i,-7,i,i,i,i,i,i,i,i,-3
CCCCCCn1c(=O)c(C(=O)N/N=C/c2cccc(F)c2)c(O)c2ccccc21,i,-2,i,i,i,i,i,i,i,i,63*
CS(=O)(=O)N(CC(=O)N1CCCCC1)c1cccc(F)c1,i,0,i,i,i,i,i,i,i,i,-7
CC(/C=N/NC(=O)COc1ccccc1C)=N\NC(=O)COc1ccccc1C,i,-1,i,i,i,i,i,i,i,i,3
Cc1ccc(C)c(NC(=O)CN(C)C(=O)/C=C/c2ccco2)c1,i,-1,i,i,i,i,i,i,i,i,.
O=S(=O)(c1ccc(Cl)cc1)N1CCCC1c1nc(-c2cccc(Cl)c2)no1 (stereo not drawn),i,3,i,i,i,i,i,i,i,i,11
O=c1c2oc3nc4c(cc3c2ncn1CCCc1ccccc1)CCCC4,i,-1,i,i,i,i,i,i,i,i,-14
CCSC1=NC(C)(C)C=C(C)N1,i,-2,i,i,i,i,i,i,i,i,-7
O=C(Nc1ccc(Cl)c(Cl)c1)N1CC=CCC1,i,-2,i,i,i,i,i,i,i,i,2
N#CCC(=O)N1CCN(C(c2ccccc2)c2ccccc2)CC1,i,0,i,i,i,i,i,i,i,i,-5
Cc1nc2c(-c3ccccc3)c(C)nn2c(C)c1CC(=O)O,i,-5,i,i,i,i,i,i,i,i,-5
O=C(OCc1nnc(-c2ccccc2)o1)c1cccc(-n2cnnn2)c1,i,8,i,i,i,i,i,i,i,i,-4
CCc1ccc(N(C(=O)CNC(=O)c2ccco2)C(C(=O)NCC2CCCO2)c2ccccc2)cc1 (stereo not drawn),i,-5,i,i,i,i,i,i,i,i,-7
O=C(NCC1CCCO1)C1CCN(S(=O)(=O)c2ccccc2)CC1 (stereo not drawn),i,5,i,i,i,i,i,i,i,i,-3
CN(C)CCCNC(=O)c1ccc(Cl)c(S(=O)(=O)N(C)c2ccccc2)c1,i,5,i,i,i,i,i,i,i,i,-1
COc1cccc(CN(CC(=O)NC2CCCC2)C(=O)CCC(=O)Nc2cc(C)on2)c1,i,4,i,i,i,i,i,i,i,i,1
COc1c(C)cc(C(=O)C2CCCN(C(=O)Cn3nc(C)nc3C)C2)cc1C (stereo not drawn),i,16,i,i,i,i,i,i,i,i,0
COc1ccccc1C(=O)NCCC(=O)N1CCCC(C(F)(F)F)C1 (stereo not drawn),i,2,i,i,i,i,i,i,i,i,0
CC1(C)CC(=O)c2cc(OCC(=O)O)ccc2O1,i,?,i,i,i,i,i,i,i,i,5
Cc1c(C)c2ccc(O[C@@H]3O[C@H](CO)[C@H](O)[C@H](O)[C@H]3O)c(C)c2oc1=O,i,-12,i,i,i,i,i,i,i,i,0
Nc1cc2c([N+](=O)[O-])cccc2o1,i,8,i,i,i,i,i,i,i,i,9
COc1ccc(OC)c(-c2csc(N(Cc3ccco3)C(=O)c3cccs3)n2)c1,i,13,i,i,i,i,i,i,i,i,-10
COc1ccc(CCNC(=O)C2CCN(S(=O)(=O)c3ccc(Cl)cc3)CC2)cc1OC,i,-5,i,i,i,i,i,i,i,i,-11
CC(C)CC(NC(=O)C(COCc1ccccc1)NC(=O)OC(C)(C)C)C(=O)NN (stereo not drawn),i,14,i,i,i,i,i,i,i,i,8
C[C@@H]1C(=O)O[C@H]2C[C@@]34[C@H]5C[C@@H](C(C)(C)C)[C@]36[C@@H](OC(=O)[C@@H]6O)O[C@@]4(C(=O)O5)[C@]21O,i,-3,i,i,i,i,i,i,i,i,-3
Cc1ccc(C)c(S(=O)(=O)N2CCN(C(=O)CSc3ccccc3)CC2)c1,i,-13,i,i,i,i,i,i,i,i,-4
COc1ccc(OCC(=O)NNC(=O)c2cc3ccccc3o2)cc1,i,-3,i,i,i,i,i,i,i,i,3
O=C(CN1CCOCC1)N/N=C/c1ccccc1,i,4,i,i,i,i,i,i,i,i,-4
CCOC(=O)C1CCN(c2c(NCc3ccc(C(=O)NC4CCCC4)cc3)c(=O)c2=O)CC1,i,.,i,i,i,i,i,i,i,i,-6
Cc1cc(C)n(CC(O)COc2ccc(C(C)(C)C)cc2)n1 (stereo not drawn),i,4,i,i,i,i,i,i,i,i,6
CN(C)c1ccc(CNn2cnnc2SCC(=O)NC(C)(C)C)cc1,i,.,i,i,i,i,i,i,i,i,2
CN(C)C(=O)c1cc(C(=O)c2c(F)cccc2F)c[nH]1,i,-2,i,i,i,i,i,i,i,i,-5
CN(C)C(=O)C(=O)c1cccn1-c1ccccc1C#N,i,3,i,i,i,i,i,i,i,i,-4
COc1ccc(CNc2nc(-c3cccnc3)nn2C(=O)C(C)C)cc1,.,.,.,i,i,i,.,.,i,i,-3
CCC(C)(C)NC(=O)C(c1cccn1C)N(C(=O)Cn1nnc2ccccc21)c1ccc(OC)cc1OC (stereo not drawn),i,-4,i,i,-8.1*,i,i,i,12*,i,-4
O=C1OCCC1Sc1nc2ccccc2c(=O)n1Cc1ccccc1 (stereo not drawn),-6.1*,1,i,i,i,i,i,i,i,i,-8
O=S(=O)(Cc1cc(Sc2ccccc2)nc(-c2ccccc2)n1)c1ccccc1,i,-9,i,i,i,i,i,i,i,i,-1
CCN(CC)c1ccc(/C=N/n2c(=S)[nH]nc(C)c2=O)cc1,i,12,i,i,i,i,i,i,i,i,7
O=C(CN1CCOCC1)NN1CC(=O)N(c2ccc(Cl)cc2)CC1=O,i,-1,i,i,i,i,i,i,i,i,-2
NC(=O)C1CCN(C(=O)c2ccc3ccccc3c2)CC1,i,-4,i,i,i,i,i,i,i,i,-7
CC(=O)Nc1ccc(NC(=O)C(C)OC(=O)CNS(=O)(=O)c2ccc(Br)cc2Cl)cc1 (stereo not drawn),i,-2,i,i,i,i,i,i,i,i,-15
O=C(CCN1C(=O)/C(=C/c2cccc(Br)c2)SC1=S)NNC(=O)c1cccnc1,i,3,i,i,i,i,i,i,i,i,2
O=C(NCCCNC(=O)c1cncc(O)c1)c1cncc(O)c1,i,-3,i,i,i,i,i,i,i,i,0
CCn1c(=O)cc(OCC(=O)Nc2nc(C)cs2)c2ccccc21,i,1,i,i,i,i,i,i,i,i,-9
c1ccc(-c2ccccn2)nc1,i,2,i,i,i,i,i,i,i,i,1
Cc1ccc(C(=O)NC2CC(C)(C)NC(C)(C)C2)cc1,i,0,i,i,i,i,i,i,i,i,7
# Next section:
SMILES,MrgX1 antag,HDAC3 inhib,MrgX1 agonist,TMEM16A act,TRPC6 inh,RGS4 pot,MrgX1 PAM,TMEM16A inh,TRPC6 activator,RGS4 block,SKKanGAS inh
CN1CCN(C(=O)CN(CCc2ccccc2)S(C)(=O)=O)CC1,i,3,i,i,i,i,i,i,i,i,-4
Cc1nc(C(=O)N2CCCC(Nc3ccc(C)c(C)c3)C2)cs1 (stereo not drawn),i,3,i,i,i,i,i,i,i,i,0
Cc1cccc(Cc2c(C)nc3nc(SCC(=O)NCc4ccco4)nn3c2C)c1,i,-1,i,i,i,i,i,i,i,i,2
Clc1ccc(OCCn2ccnc2)c2ccccc12,i,?,i,i,i,i,i,i,i,i,-5
COCCNC(=O)Cn1cnc2ccc(S(=O)(=O)N3CCC(C)CC3)cc2c1=O,i,0,i,i,i,i,i,i,i,i,8
O=C(NCc1ccccn1)c1cc(S(=O)(=O)N2CCCCCC2)ccc1Cl,i,-7,i,i,i,i,i,i,i,i,2
Fc1ccc(N2N=C(c3cccs3)CC2c2ccco2)c(F)c1 (stereo not drawn),i,-68,i,i,i,i,i,i,i,i,2
CCC(=O)NNc1nc2c(C)c(C)ccc2s1,i,0,i,i,i,i,i,i,i,i,.
Nc1c2c(=O)oc(-c3ccccc3)cc2nn1-c1ccccc1,i,-21,i,i,i,i,i,i,i,i,10
O=C(NCc1ccccc1)c1ccc(-c2ccccc2F)o1,i,-3,i,i,i,i,i,i,i,i,4
CCOc1cc(CNc2ccc3cn[nH]c3c2)ccc1OC,i,-1,i,i,i,i,i,i,i,i,3
Cn1cnnc1SCC(=O)c1ccc2c(c1)CCCC2,i,3,i,i,i,i,i,i,i,i,-2
O=C(O/N=C1\CCS(=O)(=O)c2sccc21)C1CC1,i,2,i,i,i,i,i,i,i,i,-16
O=C(CNC(=S)N(CCCN1CCOCC1)Cc1cccs1)N1CCCC1,i,-3,i,i,i,i,i,i,i,i,-6
O=C(C1COc2ccccc2O1)N1CCN(c2ccccn2)CC1 (stereo not drawn),i,-5,i,i,i,i,i,i,i,i,1
Cc1csc(SCC(=O)N2CCCC2)n1,i,11,i,i,i,i,i,i,i,i,5
CCC(C)(C)NC(=O)C(c1ccncc1)N(C(=O)Cn1nnc2ccccc21)c1cc2c(cc1C(C)=O)OCO2 (stereo not drawn),i,-3,i,i,i,i,i,i,i,i,-3
C/C(N)=C(/C#N)C(=O)COC(=O)c1cc2c(s1)CCCC2,i,-2,i,i,i,i,i,i,i,i,3
CC(C)=CCN1CCN(Cc2cccc3c2OCO3)CC1CCO (stereo not drawn),i,?,i,i,i,i,i,i,i,i,0
Cc1ccc(CNC(=O)C2CCN(S(=O)(=O)N3CCCCC3)CC2)cc1,i,-5,i,i,i,i,i,i,i,i,2
CCc1ccc(NC(=O)CNC(=O)[C@@H]2Cc3ccccc3CN2)cc1,i,-2,i,i,i,i,i,i,i,i,4

# Rows were taken by chance; 6.7% or so of the library scored in one or more.
